# IDE cell inh: cellular human IDE inhibition. actives 0.41% (n = 320,000). P14735. inhibition, % at 5.59 µM. HEK cells, FAbetaB cleavage, fluorescence polarization;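 active = percent inhibition above the average of all tested compounds plus 3 SD, set per screening campaign, cut at about 16% in these data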;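 note: IDE supplied by intact live HEK cells; FP after avidin binding of uncleaved biotin substrate so inhibition keeps polarization high; 0% = DMSO wells and 100% = 60 µM reference IDE inhibitor Ii1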
# pCIP destab: compounds decreasing mouse p/CIP protein stability; Q05BA5; F442A p/CIP-EGFP cells, EGFP fluorescence, 16 h; actives 0.01% (n = 290,000); decrease of EGFP signal, % at 10 µM;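 active = EGFP signal decrease of at least 30% at 10 µM or well 3 SD below plate mean, unless failing retest; inactive = the rest, including hits failing retest or dose response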; note: some compounds called inactive have numbers as strong as hits; many of its hits are not listed in these tables
# CRFBP-R2 agonist: agonists of human CRF-binding protein/CRF-R2 receptor complex; HEK293 CRF-R2/CRF-BP, calcium dye fluorescence (FLIPR); percent of saturating CRF peptide response; activation, % at 13.2 µM; actives 0.46% (n = 350,000); AID 588473;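 active = activation of at least 50%, plus an integration ratio under a set limit after plate pattern correction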;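 note: plate controls were neutral control wells without compound for no effect and CRF at EC100 for full effect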
# IDE cell activ: boosts human insulin-degrading enzyme activity in HEK cells. activation, % at 5.96 µM. P14735. actives 0.073% (n = 340,000). FAbeta-B cleavage, fluorescence polarization; 0% vehicle, 100% cell-free pure enzyme wells;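 active = activation above the mean of all tested compounds plus 3 SD, set per screening campaign, cut at about 17% in these data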
# PHOSPHO1 inh: PHOSPHO1 (human) inhibition; AID 1565; Q8TCT1; actives 1.1% (n = 290,000); inhibition, % at 13.3 µM; recombinant PHOSPHO1, absorbance phosphatase assay; in the data active = inhibition above about 60%
# Target sequence (Q8TCT1 whole entry, looked up): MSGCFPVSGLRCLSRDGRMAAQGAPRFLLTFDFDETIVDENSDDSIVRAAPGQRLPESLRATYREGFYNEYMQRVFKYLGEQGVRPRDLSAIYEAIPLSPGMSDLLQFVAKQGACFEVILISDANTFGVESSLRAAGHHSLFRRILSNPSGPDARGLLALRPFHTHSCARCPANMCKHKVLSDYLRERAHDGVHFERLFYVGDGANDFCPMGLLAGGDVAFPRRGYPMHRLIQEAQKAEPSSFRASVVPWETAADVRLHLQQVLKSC
# MEKK3 PB1 HTS: raises or lowers MEK5 binding to the human MEKK3 PB1 domain | Q99759 | bead-based flow cytometry, Alexa488-MEK5 binding to MEKK3; actives lie on both sides; 0 = blocked by unlabeled MEK5, 100 = vehicle | binding response (% of control), % at 10 µM | actives 1.4% (n = 290,000) | AID 1529;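 active = binding response more than 3 SD above or below the average of its plate-row segment, actives on both sides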;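 note: Alexa488 bead fluorescence after subtracting the streptavidin-only scavenger bead signal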
# CRFBP-R2 block: antagonists of CRF-binding protein/CRF-R2 receptor complex. inhibition, % at 11.8 µM. HEK293 CRF-R2/CRF-BP, CRF-induced calcium fluorescence. actives 0.59% (n = 350,000). AID 588475;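 active = inhibition of the ligand-induced calcium signal above about 50% at the single tested concentration, limit read from the data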
# M4 PAM: CHRM4 positive allosteric modulation | CHO-K1 hM4/Gqi5, Fluo-8 calcium fluorescence, ACh EC20; 0% = ACh EC20, 100% = maximal ACh | actives 0.4% (n = 360,000) | activation, % at 3 µM | AID 624126;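 active = activation above its plate's cutoff, the mean activation of sample wells plus 3 SD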; note: some results filed as inactive read as strong as hits
# Target sequence (P08173 whole entry, looked up): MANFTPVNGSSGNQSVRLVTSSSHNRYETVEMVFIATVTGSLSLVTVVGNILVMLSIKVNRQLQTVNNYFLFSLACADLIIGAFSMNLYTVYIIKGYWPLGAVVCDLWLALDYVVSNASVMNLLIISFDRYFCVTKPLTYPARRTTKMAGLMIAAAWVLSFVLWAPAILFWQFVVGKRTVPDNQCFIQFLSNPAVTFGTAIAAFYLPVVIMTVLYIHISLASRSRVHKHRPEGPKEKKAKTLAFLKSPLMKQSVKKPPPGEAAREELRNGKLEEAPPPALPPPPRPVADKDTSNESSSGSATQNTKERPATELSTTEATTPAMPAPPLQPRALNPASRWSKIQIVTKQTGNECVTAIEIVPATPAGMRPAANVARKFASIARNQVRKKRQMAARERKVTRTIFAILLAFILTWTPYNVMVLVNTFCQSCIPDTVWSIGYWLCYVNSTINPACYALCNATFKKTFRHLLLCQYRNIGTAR
# GalR3 antagonist: human GalR3 antagonism. O60755. HEK293 GalR3-CNG cAMP membrane potential fluorescence; galR3 body fused to GalR1 C-terminus. inhibition, % at 3 µM. actives 0.44% (n = 360,000). AID 651719;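 active = inhibition above the screen-wide average plus 3 SD, cut at about 13% in these data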;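 note: forskolin and galanin both at EC90 stimulate the cells; cAMP rise reported by CNG channel membrane potential dye signal; 0% = forskolin plus galanin with DMSO and 100% = forskolin alone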
# Target sequence (O60755 1-299 limits assumed): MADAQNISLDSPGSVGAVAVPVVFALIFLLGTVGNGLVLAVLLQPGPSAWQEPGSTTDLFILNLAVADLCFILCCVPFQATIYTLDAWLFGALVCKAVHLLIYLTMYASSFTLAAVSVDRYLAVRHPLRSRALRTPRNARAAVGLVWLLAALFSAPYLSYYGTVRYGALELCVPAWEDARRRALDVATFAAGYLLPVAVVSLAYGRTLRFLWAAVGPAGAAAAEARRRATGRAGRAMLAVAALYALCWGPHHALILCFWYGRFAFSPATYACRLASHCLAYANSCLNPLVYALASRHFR
# An asterisk follows results filed as active; . = no result given.
nr	compound	IDE cell inh	pCIP destab	CRFBP-R2 agonist	IDE cell activ	PHOSPHO1 inh	MEKK3 PB1 HTS	CRFBP-R2 block	M4 PAM	GalR3 antagonist
1	Cc1cc2oc(C(=O)Nc3ccc(S(=O)(=O)Nc4onc(C)c4C)cc3)cc(=O)c2cc1Cl	14	-5	-0.1	0	13	89	1	9	-2
2	Cn1c(CCNC(=O)c2cccs2)n[nH]c1=S	4	8	-1.4	-4	21	89	-18	0	1
3	CCN(CC)CCOc1ccccc1OC	-2	0	-1.0	3	38	101	-5	7	3
4	O=C(NC1CCC(O)CC1)c1ccccc1OCc1ccc(F)cc1 (stereo unspecified)	-1	-15	-0.7	-3	-12	98	-12	9	2
5	CCOC(=O)C1CCCN(Cc2ccc3c(c2)OCO3)C1 (stereo unspecified)	-1	-14	-0.7	6	-38	105	24	3	-5
6	O=C(c1cc(-c2cccs2)on1)N1CCN(c2ccccc2)CC1	3	-10	8.3	8	4	.	-42	1	.
7	CC1=CC2=NC(=O)/C(=C\c3cccn3CCOc3cccc(C)c3)C(=N)N2O1	3	0	-0.9	4	-9	101	10	-6	0
8	COc1ccccc1C(=O)NNC(=O)c1ccc(NC(=O)CC(C)C)cc1	-8	-4	-1.3	1	-20	108	2	8	1
9	COc1ccc(NC(=O)C2CCN(S(=O)(=O)c3ccc(OC)c(OC)c3)CC2)c(OC)c1	5	-1	-1.4	3	-2	106	-1	-2	-5
10	COc1cccc(C(=O)Nc2nnc(S(=O)(=O)N3CCCC3)s2)c1	-4	0	0.9	0	22	98	-6	0	-10
11	CC1=CC(C)(C)N(C(=O)CN2C(=O)CCC2=O)c2ccccc21	2	-19	-1.9	3	21	103	4	1	4
12	CC(C)Oc1ccc(S(=O)(=O)N2CCOCC2)cc1NC(=O)CSc1nnc(C2CC2)n1C	.	.	-0.7	.	.	.	-2	0	-5
13	O=C(CN(Cc1ccco1)C(=O)c1cccc(Cl)c1)Nc1c(Cl)cc(Cl)cc1Cl	0	-14	-0.6	1	28	122*	-10	8	-2
14	O=C(NCCc1cccs1)C1CC(c2c(Cl)cccc2Cl)=NO1 (stereo unspecified)	3	-23	-2.9	1	30	97	5	1	-2
15	COc1c[nH]n(-c2ccccc2)c(=O)c1=O	-3	.	-1.0	-2	.	.	9	1	1
16	FC(F)(F)c1ccc(/C=N/N2CCN(Cc3cccc4ccccc34)CC2)cc1	0	19	0.8	4	0	105	5	3	-1
17	CC1(C)Cc2ccccc2C(=NC(Cc2c[nH]c3ccccc23)C(=O)O)N1 (stereo unspecified)	-6	2	1.1	5	22	95	17	5	-6
18	COC(C[C@@H]1O[C@H]1[C@H](O)COCc1ccccc1)OC	.	3	-2.8	2	26	92	0	8	10
19	CCCCCCCN1CCN=C1N(C)C	0	.	-1.9	-1	.	.	13	3	-1
20	Cc1ccc(NC(=O)N2CCC(C(=O)NCCC3=CCCCC3)CC2)cc1	2	7	-1.7	1	-7	98	18	-3	-5
21	CCCN1C(=O)c2[nH]nc(-c3cc(Cl)c(C)cc3O)c2C1c1ccc(O)c(OC)c1 (stereo unspecified)	0	4	-1.4	-3	24	94	-1	3	20*
22	Cc1ccc(C)c(NC(=O)c2nnn(Cc3ccccc3C)c2N)c1	1	1	-1.5	4	19	99	8	-3	-7
23	O=S(=O)(Nc1ccccc1)c1cccc2nsnc12	1	1	0.9	-6	47	99	8	-2	-10
24	Cc1csc(NC(=O)c2ccc(Cl)nc2)n1	0	1	1.3	-3	27	102	-6	5	-8
25	O=C1CCCc2cc(S(=O)(=O)N3CCC(C(=O)NCc4ccccc4)CC3)ccc2N1	1	-8	1.7	5	29	99	-9	-6	-9
26	O=C1CN(C(=O)COc2ccc(F)cc2Cl)c2ccccc2N1	0	-12	0.5	-3	2	101	-7	6	-6
27	CC(=O)c1ccc(S(=O)(=O)N2CCN(c3nn(C)c(=O)n(C)c3=O)CC2)cc1	.	.	-0.2	3	.	.	11	0	-2
28	O=C1C(=O)N(CCN2CCOCC2)C(c2ccc([N+](=O)[O-])cc2)/C1=C(/O)c1ccc2c(c1)OCO2 (stereo unspecified)	-6	-7	1.8	4	30	91	-6	22*	1
29	COc1ccc(NC(=O)c2cc(C)n(Cc3cccs3)c2C)cc1	-1	-23	-0.4	.	-6	109	4	2	-10
30	CCOC(=O)Cc1cc(=O)n2[nH]cc(-c3ccc(Cl)cc3)c2n1	6	-4	-0.1	-3	21	100	9	18	0
31	Cc1ccc(NC(=O)CSc2nnc(-c3cc(C)[nH]n3)n2N)c(C)c1	3	-21	-0.2	6	23	102	7	13	-2
32	Oc1ccc(Br)cc1CNc1cccc2cccnc12	1	-10	-3.3	1	3	106	2	-3	-9
33	Cc1cc(C)n2ncc(C(=O)O)c2n1	-6	-20	7.8	-2	19	93	-7	6	-7
34	O=C(C(=O)N1CCN(c2ccccc2F)CC1)c1c[nH]c2ccccc12	-2	13	0.6	7	-19	100	-17	-2	-1
35	CC(=O)c1ccc(NC(=O)CCC(=O)N2CC(C)Oc3ccc(C)cc32)cc1 (stereo unspecified)	-6	-10	-3.0	6	33	100	-10	-6	1
36	COc1ccc(NC(=S)NCCN2CCC(C)CC2)cc1Cl	4	-8	3.9	1	18	100	-17	-3	-8
37	CC(/C=C/c1ccccc1)=N\NC(=O)c1ccc(Br)cc1	-4	6	1.5	7	-31	100	-15	2	-4
38	Cc1ccc(C(=O)N2CCCC(Nc3ccc(C(C)C)cc3)C2)cn1 (stereo unspecified)	3	6	7.4	-3	21	100	-4	-3	-7
39	CCOc1cc(CNCCO)cc(Br)c1OCc1cccs1	2	-3	-0.5	4	-129	104	-21	-4	.
40	CCN1CC2([N+](=O)[O-])CC=C(OC)C([N+](=O)[O-])(C1)C2 (stereo unspecified)	-1	-12	0.0	6	-8	91	-7	-2	-11
41	O=C(CCNC(=O)c1ccccc1Cl)Nc1cc(C(F)(F)F)ccc1N1CCCC1	1	2	-0.7	2	14	95	-6	0	-4
42	CCN1CCN(C2=C(NS(=O)(=O)c3ccc(NC(C)=O)cc3)C(=O)c3ccccc3C2=O)CC1	-3	-1	-0.6	-1	34	99	-1	-4	1
43	O=c1onc(-c2cccs2)n1Cc1ccccc1	5	-20	0.2	0	37	105	4	0	-8
44	CCCN(Cc1cc(=O)[nH]c2ccccc12)C(=O)CC	-2	-13	3.0	-3	33	100	-16	1	-4
45	CN(C)CCCn1c(NC(=O)C2CCCCC2)nc2ccccc21	0	-6	0.5	0	-8	89	-9	8	-6
46	CCOC(=O)c1ccc(NC(=O)CSc2nnc(CC)o2)cc1	-3	-18	0.6	4	20	103	-12	7	-4
47	COc1ccc2[nH]cc(S(=O)(=O)c3ccc(C)cc3)c2c1	-3	-4	1.2	7	-24	90	6	3	-9
48	C=CCn1c(SCC(=O)N(CCC)C2CCS(=O)(=O)C2)nnc1-c1ccccc1OC (stereo unspecified)	-2	.	0.2	3	.	.	-10	5	-3
49	S=C(NCCc1ccccc1)N1CCN(Cc2ccccc2)CC1	-2	-10	0.3	-1	-23	97	-13	-1	3
50	Cc1ccc(-c2nc(CS(=O)CC(=O)NCc3ccco3)c(C)o2)cc1 (stereo unspecified)	-1	4	-0.3	2	10	102	-42	3	-1

# Values by screen from the entries so far:
# CRFBP-R2 agonist, nos. 27 to 33: -0.2, 1.8, -0.4, -0.1, -0.2, -3.3, 7.8
# pCIP destab, nos. 27 to 33: ., -7, -23, -4, -21, -10, -20
# IDE cell inh, nos. 27 to 33: ., -6, -1, 6, 3, 1, -6

# Next entries follow:
nr	compound	IDE cell inh	pCIP destab	CRFBP-R2 agonist	IDE cell activ	PHOSPHO1 inh	MEKK3 PB1 HTS	CRFBP-R2 block	M4 PAM	GalR3 antagonist
51	c1coc(CN=C2NC(=NCc3ccco3)c3ccccc32)c1	-8	-7	10	2	16	97	-24	-2	-1
52	COc1ccc(CC(=O)Nc2ccccc2C(=O)N2CCOCC2)cc1OC	-1	-19	-1.2	0	4	105	8	-3	-10
53	CCN(CC)S(=O)(=O)c1ccc(OC)c(NC(=O)Cc2cccs2)c1	-5	-4	-0.4	3	55	98	12	-4	10
54	CCN(CC)C(=O)C1=C(C)N(Cc2ccc(OC)cc2)C(=O)C(CC(=O)NC2CCCC2)C1 (stereo unspecified)	.	.	-3.9	.	.	.	6	6	-4
55	Cn1cc(CN2CCC(n3nccc3NC(=O)C3CCCC3)CC2)cn1	.	-10	1.1	0	-16	98	-2	1	0
56	CCn1c(SCC(=O)NC(=O)NCc2ccco2)nnc1-c1cccs1	3	-13	-0.3	0	23	102	-5	5	2
57	N#CC(=C(O)CN1CCN(c2ccccc2F)CC1)c1nc(-c2ccccc2)cs1	.	.	-1.6	3	.	.	12	2	-6
58	COc1ccc2cc(CN(CC3CCCO3)C(=S)Nc3ccccc3)c(=O)[nH]c2c1 (stereo unspecified)	2	-2	0.9	2	40	98	25	-6	-5
59	CCOC(=O)c1cc2occc2n1CCCN1C(=O)c2ccccc2C1=O	5	10	0.0	0	-14	98	2	1	-9
60	Cc1ccc(S(=O)(=O)N2C[C@]3(O)C[C@@H]4C(=O)N(c5ccccc5)C(=O)[C@@H]4C[C@]3(OC(=O)NC3CC3)C2)cc1	.	.	-0.7	.	.	.	8	-1	-8
61	COc1ccc(OC)c(S(=O)(=O)Nc2ccc(-c3ccc4nncn4n3)cc2)c1	4	.	0.5	-3	.	.	4	10	2
62	Cc1cccc(NC(=O)c2ccc(C3SCC(=O)N3CCc3ccccc3)cc2)c1C (stereo unspecified)	6	-5	-2.0	1	5	86	27	-11	-9
63	Cc1ccccc1-c1nn[nH]n1	6	-6	-3.3	7	4	95	7	0	3
64	N#Cc1cc(-c2ccccc2)oc1/N=C/c1ccccc1O	5	-10	-0.5	8	-34	113	4	1	-6
65	COc1ccc(Cc2nc3ccc(C(=O)NCC4CCOCC4)cc3o2)cc1OC	0	-6	-0.9	2	9	103	1	0	2
66	CCOC(=O)C1=C(O)C(=O)N(Cc2ccccc2)CC1	3	-13	0.1	5	22	105	14	-1	-6
67	CCOCCCNC(=O)CN1CCN(S(=O)(=O)c2ccc3c(c2)CCC3)CC1	-4	.	0.3	4	.	.	-11	0	-7
68	ClC1(Cl)CC1Cn1c(C2CC2)nc2ccccc21 (stereo unspecified)	-6	-11	-1.2	0	15	88	0	1	-6
69	O=C(O)C1CCN(C(=O)c2ccccc2N2C(=O)[C@@H]3Cc4c([nH]c5ccccc45)C(c4cccc(Cl)c4)N3C2=O)CC1 (stereo partly specified)	1	-3	0.0	-2	34	102	-6	2	-8
70	CCc1ccccc1NC(=O)c1nnn(CC(=O)Nc2cccc(C)c2C)c1N	3	-7	-2.3	2	40	104	20	5	2
71	CC(=O)NC1=NN(C(C)=O)C(C)(c2ccco2)S1 (stereo unspecified)	7	7	1.0	1	1	101	12	1	0
72	CC(=O)Nc1cccc(-c2nc3ccc(NC(C)=O)cc3s2)c1	-3	-11	0.4	4	45	102	-9	0	4
73	Cc1ccc(S(=O)(=O)N2CCN(C(C)C(=O)NCC(C)c3ccccc3)CC2)cc1 (stereo unspecified)	11	.	-0.7	-25	.	.	-9	-10	-2

# Structural class: those above with a CF3 group.
nr	compound	IDE cell inh	pCIP destab	CRFBP-R2 agonist	IDE cell activ	PHOSPHO1 inh	MEKK3 PB1 HTS	CRFBP-R2 block	M4 PAM	GalR3 antagonist
16	FC(F)(F)c1ccc(/C=N/N2CCN(Cc3cccc4ccccc34)CC2)cc1	0	19	0.8	4	0	105	5	3	-1
41	O=C(CCNC(=O)c1ccccc1Cl)Nc1cc(C(F)(F)F)ccc1N1CCCC1	1	2	-0.7	2	14	95	-6	0	-4
